Htt clearance – compounds clearing mutant huntingtin protein | HeLa Exon1htt(103Q)mCFP, aggregate imaging; zero = plate's median compound well | inhibition, % at 1.5 µM | 0.42% of 47,000 active | AID 853;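 active means inhibition of aggregate fluorescence above about 70%, also judged a hit by eye on the cell image, limit read from the data, passing the limit was not always enough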;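 further: cells exposed to compound for three days before fixation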
Htt clearance grain fraction – recorded beside Htt clearance, whose call it bears; fraction fluorescence in grains; measured here: aggregate grain fluorescence fraction; stronger effect = lower value;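 scaled fraction of total cell fluorescence in grains with unit not stated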
Starred values were filed as active, the others as inactive. These rows are one share of the data; the hit share may differ from the screen's.

SMILES	Htt clearance	Htt clearance grain fraction
CC(=O)N1CCN(CCN=CC2=C(O)CC(c3cccs3)CC2=O)CC1 (stereo not given)	12	19
CCCC(c1c(C)n(C)n(-c2ccccc2)c1=O)c1c(C)n(C)n(-c2ccccc2)c1=O	-12	45
CCSCCOC(=O)C1=C(C)NC(=O)NC1c1cc(OC)ccc1OC (stereo not given)	36	28
O=S(=O)(CCSc1ccccn1)c1nc2ccccc2s1	56	8.4
CC1(C)CC(=O)C2=C(C1)OC(N)=C(C#N)[C@@]21C(=O)N(CC(N)=O)c2ccccc21	34	23
Cc1nnc(SCCn2c(N3CCCCC3)nc3c2c(=O)n(C)c(=O)n3C)s1	-45	28
O=C(NCC1CCC(C(=O)O)CC1)OCc1ccccc1 (stereo not given)	8	37
O=C(CN(Cc1ccco1)C(=O)CNS(=O)(=O)c1ccc(F)cc1)NCc1ccc(F)cc1	-5	34
O=C(COC(=O)C1CC(=O)N(Cc2ccco2)C1)c1ccc(OC(=O)c2ccco2)cc1 (stereo not given)	15	14
Cc1ccc(CNC(=O)/C(C#N)=C\c2ccc(N(C)C)cc2)cc1	7	31
CCOc1ccc(/C=C\C(C)=N\O)cc1	2	35
CCOC(=O)c1nnn(CC(=O)N2N=C(c3cccc4ccccc34)CC2c2ccccc2)c1C(=O)OCC (stereo not given)	-14	21
O=C1CCc2cc(S(=O)(=O)NC(Cc3ccccc3)C(=O)NC3CCCCC3)ccc2N1 (stereo not given)	-119	103
CC(C)Sc1nc2sc3c(c2c2nnc(SCC(=O)NCc4ccco4)n12)CCCC3	-53	55
COc1ccc(OC)c(-n2c(-c3ccccc3)n[nH]c2=S)c1	-10	34
COc1ccc(F)cc1S(=O)(=O)NC1CCCC1	-18	23
CCCc1nc(NCc2ccccn2)c2nnn(Cc3ccccc3F)c2n1	38	22
CS(=O)(=O)N(CC(=O)N1CCN(c2ccccc2F)CC1)c1ccc2c(c1)OCCO2	-2	18
CN(C)S(=O)(=O)c1ccc2c(c1)C(CC(=O)O)OC2=O (stereo not given)	-14	21
COc1ccc(NC(=O)NC2(C(=O)N3CCCCCC3)CCCCC2)cc1	31	24
CCN(CC(=O)Nc1ccc(OC)c(OC)c1)S(=O)(=O)c1ccc(C)cc1	-20	20
Cc1ccc(C2CC2C(=O)NNC(=S)Nc2cccc(C)c2)cc1 (stereo not given)	-13	21
CCCN1CCN(C(=O)c2ccc(Sc3ccc(C)cc3)c(NC(C)=O)c2)CC1	30	28
Cc1ccc(Cn2nc(C)c(NC(=O)C3CC3)c2C)cc1	14	17
CCN(CC)c1ccc(/C=c2\sc3nnc(-c4ccccc4Cl)n3c2=O)cc1	51	9.6
CCN(CC)Cc1c(O)ccc2occ(C(=O)c3ccc(OC)cc3)c12	53	9.1
CN1C(=O)CC(NNC(=O)c2ccccc2)C1=O (stereo not given)	21	31
FC(F)(F)c1nnc2sc(-c3cccs3)nn12	59	7.6
CCn1nc(NC(=O)c2ccncc2)c2cc3cc(C)ccc3nc21	-14	21
CC1(C(=O)NC2CCCCCCC2)CCC(=O)N1Cc1ccco1 (stereo not given)	-4	44
Cc1sc(-n2c(C)cc(/C=N/n3cnnc3)c2C)c(C#N)c1C	8	36
CCCN1CCC(NC(=O)Nc2ccccc2C(=O)OC)CC1	-47	34
Cn1nc(-c2ccc(Cl)cc2)c2cc(C(=O)NCC3CCCO3)sc21 (stereo not given)	-22	55
NC(=O)CN(c1ccccc1)C1SC(=O)N(Cc2ccccc2)C1=O (stereo not given)	-7	22
Cc1oc(-c2ccc(Cl)cc2)nc1CS(=O)CC(=O)NCc1cccs1 (stereo not given)	2	44
CC(=O)Nc1ccc(Oc2sc(C(=O)c3ccccc3)c(N)c2C#N)cc1	0	21
NC(=O)c1ccsc1NC(=O)CSc1ccccc1F	-16	23
Cc1nc(NCC2CCCO2)nc2c1C(=O)CC(C)C2 (stereo not given)	-13	19
O=c1c(-c2cc3ccccc3o2)[n+]([O-])c2ccccc2n1OCc1ccccn1	-3	43
Cc1c(-c2nc(N)nc(Nc3ccccc3F)n2)oc2ccccc12	16	29
CCN1CCCC1Cn1cnc2c([nH]c3ccc(C)cc32)c1=O (stereo not given)	-36	50
Nn1c(SC/C=C/c2ccccc2)nnc1-c1ccco1	-90	36
CCc1ccc(-c2nnn(Cc3nc4ccccc4s3)n2)cc1	-42	56
COC(=O)C1C(=O)C2=C(CC1C)NC(=O)CC2c1cccc(C)c1 (stereo not given)	-32	26
CCc1nc2oc3ccccc3c(=O)c2c(=O)n1Cc1ccc(OC)cc1	22	33
COc1ccc(Cn2c(=O)oc3ccc(C)cc32)cc1OC	-7	23
Cc1ccc(NC(=O)Cn2c(=O)n(Cc3ccco3)c(=N)c3c4c(sc32)COC(C)(C)C4)cc1	7	35
O=C(NCc1ccco1)c1nc2nc(-c3cccs3)cc(C(F)(F)F)n2n1	14	32

The final 5 compounds of the part above are carried over, then new ones follow:
SMILES	Htt clearance	Htt clearance grain fraction
COC(=O)C1C(=O)C2=C(CC1C)NC(=O)CC2c1cccc(C)c1 (stereo not given)	-32	26
CCc1nc2oc3ccccc3c(=O)c2c(=O)n1Cc1ccc(OC)cc1	22	33
COc1ccc(Cn2c(=O)oc3ccc(C)cc32)cc1OC	-7	23
Cc1ccc(NC(=O)Cn2c(=O)n(Cc3ccco3)c(=N)c3c4c(sc32)COC(C)(C)C4)cc1	7	35
O=C(NCc1ccco1)c1nc2nc(-c3cccs3)cc(C(F)(F)F)n2n1	14	32
COc1ccc2cc(C(c3nnnn3C(C)(C)C)N3CCSCC3)c(=O)[nH]c2c1 (stereo not given)	3	35
CNC(=O)CN(c1ccc(OC)cc1)S(=O)(=O)c1ccc(F)cc1	19	15
O=C(NNC(=O)c1ccccc1-n1cccc1)c1ccc(Cl)cc1Cl	7	27
Cc1cccc(/C(N)=N/OC(=O)CCCN2C(=O)c3ccccc3C2=O)c1	-20	37
CCn1c(Cc2ccccc2)nnc1SCC(=O)NC(C)(C)C	-8	22
CCC(=O)N1C(=O)CCN(C(C)=O)c2ccccc21	16	14
COc1ccc(OC)c(NC(=O)CCN2CC(C)OC(C)C2)c1 (stereo not given)	-3	44
CSc1ccccc1C(=O)NCCCOC(C)C	-4	24
O=C/C(=C\Nc1ccc(Cl)cn1)c1nc2ccccc2o1	-11	19
CC1CCCc2sc3nc(NCc4ccco4)n4ncnc4c3c21 (stereo not given)	41	27
O=C(N1CCCCCC1)N1CCN(S(=O)(=O)N2CCOCC2)CC1	-18	22
Cc1ccc(OCCN2CCN(C(=O)CCC(=O)Nc3nnc(C(C)C)s3)CC2)cc1	-3	38

An excerpt from above in order of molecular weight, ascending.
SMILES	Htt clearance	Htt clearance grain fraction
CCC(=O)N1C(=O)CCN(C(C)=O)c2ccccc21	16	14
Cc1nc(NCC2CCCO2)nc2c1C(=O)CC(C)C2 (stereo not given)	-13	19
Nn1c(SC/C=C/c2ccccc2)nnc1-c1ccco1	-90	36
COc1ccc(Cn2c(=O)oc3ccc(C)cc32)cc1OC	-7	23
O=C/C(=C\Nc1ccc(Cl)cn1)c1nc2ccccc2o1	-11	19
NC(=O)c1ccsc1NC(=O)CSc1ccccc1F	-16	23
CCc1ccc(-c2nnn(Cc3nc4ccccc4s3)n2)cc1	-42	56
COc1ccc(OC)c(NC(=O)CCN2CC(C)OC(C)C2)c1 (stereo not given)	-3	44
COC(=O)C1C(=O)C2=C(CC1C)NC(=O)CC2c1cccc(C)c1 (stereo not given)	-32	26
CCn1c(Cc2ccccc2)nnc1SCC(=O)NC(C)(C)C	-8	22
Cc1c(-c2nc(N)nc(Nc3ccccc3F)n2)oc2ccccc12	16	29
CC1CCCc2sc3nc(NCc4ccco4)n4ncnc4c3c21 (stereo not given)	41	27
CNC(=O)CN(c1ccc(OC)cc1)S(=O)(=O)c1ccc(F)cc1	19	15
O=C(N1CCCCCC1)N1CCN(S(=O)(=O)N2CCOCC2)CC1	-18	22
CCc1nc2oc3ccccc3c(=O)c2c(=O)n1Cc1ccc(OC)cc1	22	33
Cc1cccc(/C(N)=N/OC(=O)CCCN2C(=O)c3ccccc3C2=O)c1	-20	37
O=C(NNC(=O)c1ccccc1-n1cccc1)c1ccc(Cl)cc1Cl	7	27
O=c1c(-c2cc3ccccc3o2)[n+]([O-])c2ccccc2n1OCc1ccccn1	-3	43
O=C(NCc1ccco1)c1nc2nc(-c3cccs3)cc(C(F)(F)F)n2n1	14	32
Cc1ccc(OCCN2CCN(C(=O)CCC(=O)Nc3nnc(C(C)C)s3)CC2)cc1	-3	38
Cc1ccc(NC(=O)Cn2c(=O)n(Cc3ccco3)c(=N)c3c4c(sc32)COC(C)(C)C4)cc1	7	35

Next results:
SMILES	Htt clearance	Htt clearance grain fraction
CCN1C(=O)CSc2ccc(C(=O)NCc3ccco3)cc21	28	25
COCCN(C(C)=O)c1nnc(-c2ccccn2)s1	-68	52
COc1ccc(Nc2nc(N)nc(CN3CCOCC3)n2)cc1	-45	51
NS(=O)(=O)c1ccc(NC(=O)CCc2ccccc2)cc1	48	9.9
Cc1nn(Cc2ccccc2)c(C)c1CCC(=O)O	29	12
CCCCNC(=O)C1CC(=O)N(CCC(C)C)C1 (stereo not given)	-103	42
CCCC(=O)N(c1ccc(OC)cc1)C1C=CS(=O)(=O)C1 (stereo not given)	-9	48
Cc1cc(Cl)ccc1OCCCC(=O)N1CCOCC1	53	8.6
COc1ccc(C2C(Oc3ccccc3)C(=O)N2c2cc(C)ccc2C)cc1OC (stereo not given)	-14	44
O=C(NCc1cccs1)C1CCN(S(=O)(=O)N2CCCC2)CC1	4	36
COc1ccc(CCNC(=O)C2CCN(Cc3nc(-c4ccccc4F)oc3C)CC2)cc1OC	32	26
COc1cccc(C2C(C(C)=O)=C(O)C(=O)N2Cc2ccco2)c1 (stereo not given)	-17	47
S=C1NCCc2ccc(Cl)cc2C1c1ccccc1 (stereo not given)	1	17
COc1ccc(OCCSc2nc(N)cc(N)n2)cc1	9	18
CCOc1ccc(Nc2nc(NCCN3CCOCC3)nc(OC)n2)cc1	-13	26
O=c1nc(-c2ccccc2)c2ccccc2[nH]1	48	15
CCn1c(SCC(=O)Nc2nc3ccccc3s2)nnc1-c1ccc(OC)cc1	31	13
COc1ccc2cc(C#N)c(NC(C)C)nc2c1	25	14
O=C(CCNc1n[nH]c(=O)[nH]c1=O)N1CCOCC1	4	41
CCN(CC)c1nc2cc(OC)ccc2cc1C#N	-11	21
COc1ccc(CCNC(=O)CN2CCN(Cc3ccc(F)cc3)C2=O)cc1OC	-56	64
CCCN(Cc1cc2cc(C)ccc2[nH]c1=O)S(C)(=O)=O	-43	52
CCOc1ccc(C(=O)N(CN2CCCC2=O)c2ccccc2)cc1	28	27
Clc1ccccc1OCc1nnc(-c2ccccc2Br)o1	-25	45
O=C(NC1CCCCC1)N1CCc2ccccc21	-62	32
CCc1ccc(OCCNC(=O)c2cccs2)cc1	-26	29
Cc1c(NC(=O)c2ccc(F)c(S(=O)(=O)N3CCOCC3)c2)c(=O)n(-c2ccccc2)n1C	0	39
COC(=O)[C@H](Cc1ccccc1)NC(=O)NCc1ccc(S(N)(=O)=O)cc1	5	37
O=C(CSc1ncn[nH]1)NC1CC2CCC1C2 (stereo not given)	0	16
Cc1cc(CN2C(=O)c3ccccc3C2=O)cc(N2CCOCC2)c1	-6	46
O=C(Nc1ccc2c(c1)OCO2)c1cc2n(n1)C(C(F)(F)F)CC(c1ccccc1)N2 (stereo not given)	0	34
Cc1c(N=Cc2cccnc2)c(=O)n(-c2ccccc2)n1C	-28	25
COc1ccc(CC(=O)Nc2ccc(S(=O)(=O)NC(C)C)cc2)cc1	-170	87
O=S(=O)(c1ccccc1)N1CCN(S(=O)(=O)c2ccccc2)C1	-6	17
Cc1ccc(-c2nn(Cc3ccccc3)cc2/C=C/C(=O)O)cc1	-1	40
O=S(=O)(NCCc1ccncc1)c1cc(Br)ccc1F	23	16
Clc1ccc(OCCn2cnc3ccccc32)cc1	-2	19
Clc1cccc(CNc2nnnn2-c2ccccc2)c1	-39	55
Cc1ccnc(NC(=O)CCCOc2cc(=O)n(C)c3ccccc23)c1	-71	63
CCCSc1nnc(NC(=O)c2nc(SC)ncc2Cl)s1	-7	25
CN1CCN(C2=C(Cl)C(=O)N(CCc3ccccc3)C2=O)CC1	-123	44
O=C(c1cccnc1)N(Cc1ccccc1)c1ccccc1	-24	23
CCS(=O)(=O)N1CCCC(C(=O)N2CCc3ccccc3C2)C1 (stereo not given)	1	43
